# SENP6 block: SENP6 protease inhibition; Q9GZR1; Recombinant SENP6 catalytic domain, aminoluciferin luminescence; inhibition, % at 10 µM; 330,000 tested, 1.8% active;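 active = inhibition above about 50% at the single tested dose, limit read from the data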;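 also: plate controls were DMSO wells with enzyme for no effect and DMSO wells lacking enzyme for full effect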
# Target sequence (Q9GZR1 628-1112 limits assumed): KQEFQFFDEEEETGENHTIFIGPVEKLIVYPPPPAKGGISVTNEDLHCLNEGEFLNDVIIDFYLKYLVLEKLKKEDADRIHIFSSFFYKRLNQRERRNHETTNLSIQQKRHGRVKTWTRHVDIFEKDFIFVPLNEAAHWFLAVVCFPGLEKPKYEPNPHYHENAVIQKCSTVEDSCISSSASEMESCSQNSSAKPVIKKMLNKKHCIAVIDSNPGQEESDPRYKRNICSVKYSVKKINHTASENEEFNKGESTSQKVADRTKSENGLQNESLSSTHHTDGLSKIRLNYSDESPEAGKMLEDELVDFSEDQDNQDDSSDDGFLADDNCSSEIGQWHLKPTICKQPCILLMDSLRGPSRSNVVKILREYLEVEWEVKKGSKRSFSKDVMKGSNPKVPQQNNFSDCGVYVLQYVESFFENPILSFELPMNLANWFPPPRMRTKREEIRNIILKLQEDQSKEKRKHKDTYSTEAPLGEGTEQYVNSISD
# HKDC1 inhibitor: blocks human hexokinase HKDC1 activity | recombinant HKDC1, G6PDH/diaphorase resazurin coupled fluorescence | inhibition, % at 20 µM | 340,000 tested, 0.16% active | AID 493160;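 active = inhibition above about 35% when tested at 20 µM, limit read from the data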;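 also: plate controls were DMSO wells with enzyme for no effect and DMSO wells lacking enzyme for full effect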
#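 Assay system – recombinant HKDC1 (HK5) hexokinase enzyme, produced in-house · Input – HKDC1 at 5 µg/mL · Reagent – glucose plus 1 mM ATP as hexokinase substrates · Timing – 90 min reaction incubation at room temperature, dark · Measured by – G6PDH/diaphorase-coupled fluorescence, 1 mM NADP, 100 µM resazurin, 525/613 nm · Benchmarks – DMSO-enzyme wells negative, buffer-substituted wells positive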
# SENP7 inh: inhibitors of human SENP7 protease; inhibition, % at 5 µM; AID 434973; 330,000 tested, 1.5% active; Q9BQF6; recombinant SENP7, Z-RLRGG-aminoluciferin luminescence, 40 min;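 active = inhibition above about 50% at the single test dose, limit read from the data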;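 also: plate controls were DMSO with enzyme for no effect and no enzyme buffer wells for full effect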
# Target sequence (Q9BQF6 706-1050 limits assumed): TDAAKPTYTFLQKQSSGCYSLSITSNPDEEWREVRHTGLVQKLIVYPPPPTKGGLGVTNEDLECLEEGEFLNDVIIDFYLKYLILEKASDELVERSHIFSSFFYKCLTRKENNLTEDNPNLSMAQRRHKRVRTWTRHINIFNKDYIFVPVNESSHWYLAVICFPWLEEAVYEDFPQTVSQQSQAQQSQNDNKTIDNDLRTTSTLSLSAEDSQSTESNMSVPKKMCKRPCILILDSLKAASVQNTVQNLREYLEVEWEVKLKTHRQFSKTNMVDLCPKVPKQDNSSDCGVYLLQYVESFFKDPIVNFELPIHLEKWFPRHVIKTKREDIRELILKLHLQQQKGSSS
# SENP1 inh: SENP1 (human) catalytic domain inhibition; Q9P0U3; recombinant SENP1 catalytic domain, CyPet-SUMO1-YPet FRET cleavage; inhibition, % at 10 µM; 360,000 tested, 0.21% active;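 active = inhibition at least 30% at 10 µM, raw YFP signal under a set limit, fluorescence ratio 0.5 to 1.5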;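 also: 0% = enzyme with DMSO and 100% = no enzyme wells; some results filed as inactive read as strong as hits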
# Target sequence (Q9P0U3 419-644 limits assumed): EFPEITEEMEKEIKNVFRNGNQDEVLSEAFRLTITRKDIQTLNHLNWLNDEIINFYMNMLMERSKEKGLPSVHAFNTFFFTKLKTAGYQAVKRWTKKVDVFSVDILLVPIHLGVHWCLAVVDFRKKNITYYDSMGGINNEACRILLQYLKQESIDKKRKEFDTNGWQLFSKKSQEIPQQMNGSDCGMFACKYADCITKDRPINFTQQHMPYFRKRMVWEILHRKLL
#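 Assay system: hSENP1 catalytic domain, recombinant. Amount: SENP1 enzyme, 20 pM final. Schedule: 50 min reaction, RT, dark. Technique: FRET, CFP and YFP emission. Control set: no-enzyme wells low, DMSO-plus-enzyme wells high control.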
# Apaf-1 inh: blocks human Apaf-1 apoptosome activity; reconstituted apoptosome caspase-3 activity, DEVD-Rh110 fluorescence; inhibition, % at 20 µM; AID 489030; O14727; 330,000 tested, 0.71% active; active = inhibition of at least 40% at 20 µM;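 also: plate controls were DMSO wells for no effect and DEVD-CHO caspase inhibitor wells for full effect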
#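 Material: reconstituted apoptosome with Apaf-1, cytochrome c, caspase-9, procaspase-3, dATP. Technique: Rh110 fluorescence intensity. Buffer or medium: pH 7.5 Hepes buffer with CHAPS, BSA, DTT. Times: 30 min plus 50 min, RT.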
# PfG6PD inh: PfG6PD (Plasmodium falciparum) enzyme inhibition; inhibition, % at 20 µM; 350,000 tested, 0.78% active; AID 504690; PfGluPho enzyme, NADPH resazurin-diaphorase fluorescence;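 active = inhibition reaching at least a set limit at 20 µM in the primary screen, cut at about 59% in these data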;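 also: 0% = DMSO wells with substrate and 100% = DMSO wells lacking glucose-6-phosphate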
# SENP8 block-1: blocks human SENP8 cleavage of Nedd8 substrate; Q96LD8; recombinant SENP8, Nedd8 substrate fluorescence; inhibition, % at 20 µM; 360,000 tested, 0.64% active; AID 602440; in the data active = inhibition mostly above about 40%, no sharp cut-off; inactive = mostly below about 27%
# SENP8 block-2: blocks the human protease SENP8; Q96LD8; purified SENP8, Z-RLRGG-aminoluciferin cleavage, luminescence; inhibition, % at 10 µM; 330,000 tested, 1.2% active; AID 2540; in the data active = inhibition above about 50%
# Numbers without * were called inactive; i = inactive; nt = no result given.
SMILES,SENP6 block,HKDC1 inhibitor,SENP7 inh,SENP1 inh,Apaf-1 inh,PfG6PD inh,SENP8 block-1,SENP8 block-2
CCOC(=O)c1cn(CC(=O)Nc2ccc(C(C)C)cc2)nn1,-4,1,6,1,7,-3,9,4
O=C(/C=C/c1ccc(S(=O)(=O)N2CCOCC2)cc1)NC(=S)NCCCn1ccnc1,-1,-6,10,3,0,2,10,-1
COc1ccc(CC(=O)Nc2ccc(-c3noc(-c4cccc(OC)c4)n3)cc2)cc1,-8,-3,-10,2,-1,-13,11,-6
O=[N+]([O-])c1ccc(S(=O)(=O)Nc2ccc(-c3ccc(N4CCCC4)nn3)cc2)cc1,3,-5,-3,5,20,-1,14,3
Nc1nc(-c2cccnc2)nn1C(=O)c1ccc(Cl)cc1,nt,-1,nt,4,nt,7,13,nt
CCN(CC(=O)Nc1ccc(N2CCOCC2)cc1)C(=O)COc1ccccc1OC,1,1,5,1,6,6,11,1
CC(=O)Oc1ccc(/C=C(\NC(=O)c2ccco2)C(=O)Nc2ccc(C(C)=O)cc2)cc1,0,0,0,1,-4,-9,-2,1
Cc1cc(NC(=O)CSc2nc(-c3ccccc3)cs2)no1,-24,-2,15,0,1,1,15,-8
CCN(CC)C(=O)c1[nH]cnc1C(=O)N[C@@H](CC(C)C)C(=O)OCc1ccccc1,-3,-4,-8,2,10,0,5,2
N#Cc1c(C(F)(F)F)cc(-c2ccco2)nc1SCc1ccccn1,-31,-2,1,71,19,15,-286,-1
O=C1CCC(C(=O)N2CCN(c3ccccc3Cl)CC2)CN1CC1CCCCC1 (stereo not drawn),-13,-2,-10,-1,9,-3,14,-3
C/C=C/C(=O)OCc1csc(CC(=O)Nc2ccccc2C)n1,-12,-3,13,-11,3,-2,-6,-9
O=S(=O)(Cc1ccccc1)N1CCCCC1,16,-7,4,-10,-6,-8,-19,4
CC(=O)NC1=NN(C(C)=O)C(c2cccs2)S1 (stereo not drawn),-16,-4,-12,0,6,-7,-3,0
CCc1ccc(OCC(=O)Nc2nnc(-c3ccco3)s2)cc1,4,-4,14,-2,-2,-16,-214,-6
Cc1cccc(C)c1NC(=O)COn1nnc2ccc(C(F)(F)F)cc21,-14,11,-7,1,5,-12,12,-4
COc1ccc(CCN2CCCC(CN(C)Cc3cc(OC)ccc3OC)C2)cc1 (stereo not drawn),-3,2,12,0,4,-26,8,-10
O=C(CSc1ccc2ccccc2c1)Nc1nc2ccccc2[nH]1,1,-3,0,1,-6,-3,-10,-6
O=C(NCCc1c[nH]c2ccccc12)C(=O)NCC1OCCCN1S(=O)(=O)c1ccc(F)cc1 (stereo not drawn),-14,-4,-6,-2,19,8,15,-7
CCOC(=O)c1cccc(N2CC3CNC(=O)C2(C(=O)OC)N3C)c1 (stereo not drawn),-19,-4,-3,2,-4,4,-430,6

# In the list so far, these contain an aryl thioether with sulfur outside any ring:
SMILES,SENP6 block,HKDC1 inhibitor,SENP7 inh,SENP1 inh,Apaf-1 inh,PfG6PD inh,SENP8 block-1,SENP8 block-2
Cc1cc(NC(=O)CSc2nc(-c3ccccc3)cs2)no1,-24,-2,15,0,1,1,15,-8
N#Cc1c(C(F)(F)F)cc(-c2ccco2)nc1SCc1ccccn1,-31,-2,1,71,19,15,-286,-1
O=C(CSc1ccc2ccccc2c1)Nc1nc2ccccc2[nH]1,1,-3,0,1,-6,-3,-10,-6

# Returning to the listing, starting 2 compounds before the break.
SMILES,SENP6 block,HKDC1 inhibitor,SENP7 inh,SENP1 inh,Apaf-1 inh,PfG6PD inh,SENP8 block-1,SENP8 block-2
O=C(NCCc1c[nH]c2ccccc12)C(=O)NCC1OCCCN1S(=O)(=O)c1ccc(F)cc1 (stereo not drawn),-14,-4,-6,-2,19,8,15,-7
CCOC(=O)c1cccc(N2CC3CNC(=O)C2(C(=O)OC)N3C)c1 (stereo not drawn),-19,-4,-3,2,-4,4,-430,6
Cc1nnc(SC(C)C(=O)NC2CCCc3ccccc32)n1-c1ccccc1 (stereo not drawn),-3,-13,-3,4,1,14,13,-2
COc1ccc(N2CCN(C(=O)CCNS(=O)(=O)c3ccc(C)cc3)CC2)cc1,3,-7,-2,2,-1,-10,3,-6
COc1ccccc1-n1nnnc1SCC(=O)Nc1ccccn1,-1,-10,1,2,0,-13,12,6
COc1ccc(-c2ncncc2-c2ccccc2)c(O)c1,-16,0,-8,0,-4,2,-2,-6
CCCC(=O)N1CCN(c2nc(CC(C)C)c3c(c2C#N)CCC3)CC1,8,-1,-2,2,10,-1,i,8
N#C/C(=C\c1cc(O)c(O)c(O)c1)C(N)=O,17,-3,-2,-21,13,24,26,-9
CC(C)c1cc(CNC(=O)C2CCC(=O)N(CCc3ccc(Cl)cc3)C2)on1 (stereo not drawn),4,0,6,0,-9,-6,2,-1
COc1ccccc1N=CC1=C(O)CC(c2ccccc2)CC1=O (stereo not drawn),0,6,-2,-3,13,4,-198,4
O=C(CSc1nnc(-c2ccccc2)o1)N1CCCC1,-8,-6,8,0,-3,-6,2,-2
O=[N+]([O-])c1ccc(CNc2cccc(Cl)c2)s1,-2,-1,11,0,1,19,30,2
CCOC(=O)N/N=C/c1ccc(OC)c(O)c1,-2,-14,-5,2,-13,12,12,-5
CCOC(=O)C1=C(C)NC2=C(C(=O)CCC2)C1c1cc(OC)ccc1OC (stereo not drawn),3,-5,-8,-14,-8,-7,-251,-14
Cc1ccc(C(=O)Nc2nc3nc(-c4ccccc4)cc(=O)n3[nH]2)cc1,-1,1,3,-1,4,-31,8,-1
O=C(CCCn1c(SCc2cc(=O)n3cc(Cl)ccc3n2)nc2ccccc2c1=O)NCC1CCCO1 (stereo not drawn),6,0,5,1,-22,-2,-400,0
CCOC(=O)c1ccc(NS(=O)(=O)c2ccc(SC)cc2)cc1,-2,0,5,-2,10,-15,3,3
CCNS(=O)(=O)c1ccc2c(c1)n(C)c(=O)n2C,-9,-7,7,0,-6,0,2,9
CCOc1ccc(NS(=O)(=O)c2ccc(C(=O)NCCCN3CCCC3=O)cc2)cc1,12,-3,-1,2,-2,-14,2,5
Cc1cc(NC(=O)c2cc(-c3ccco3)on2)nn1Cc1ccc(Cl)cc1,nt,-8,nt,0,nt,9,0,nt
O=S(=O)(Nc1cccc(C(F)(F)F)c1)c1cccnc1,-1,-5,9,1,-4,1,12,-6
CCN(CC)CCN(C(=O)C1=COCCO1)c1nc2c(OC)ccc(OC)c2s1,-2,-1,1,1,0,5,-7,11
O=C(Nc1ccc(-n2cnnn2)cc1)C1CCCN1C(=O)Nc1ccc(Br)cc1 (stereo not drawn),7,3,4,2,6,-16,4,0
Cc1ccccc1S(=O)(=O)c1cc2ccccc2nc1N,13,-3,7,-24,2,21,-402,4
COc1ccc(C(=O)Nc2c(N)nc(SCC(=O)Nc3ccc(NC(C)=O)cc3)[nH]c2=O)cc1,-12,2,-4,-2,-10,-21,1,-19
CCCCC(O)(CCCC)C(=O)NN(C(=O)CCl)c1ccccc1,-18,-5,-7,1,9,-6,13,-7
Cc1ccn2c(C(=O)NNC(=O)Nc3ccc(Cl)cc3)c(C)nc2c1,5,-2,0,0,-5,-3,1,5
COc1ccc(CN(C2CCCC2)S(=O)(=O)c2ccc(-n3cnnn3)c(OC)c2)cc1OC,-11,-1,-6,3,20,-15,10,-3
O=C(NCC1OCCc2ccccc21)C1COc2ccccc2O1 (stereo not drawn),-5,-10,-3,0,-2,7,-4,-9
CCN(CC(=O)NC1CCS(=O)(=O)C1)S(=O)(=O)c1cccc(C(C)=O)c1 (stereo not drawn),6,-7,-1,2,3,-1,-1,5
N#C/C(=C\c1cccs1)C(=O)Nc1nccs1,39,6,18,-8,30,14,18,24
O=C(NCc1ccncc1)c1ccc(NS(=O)(=O)c2ccc(F)cc2)cc1,-12,-4,3,0,0,-1,5,-3
COc1ccc(CNC(=O)CCc2c(C)nc3ncnn3c2C)cc1,-2,-6,-4,1,15,-6,6,-10
O=C(O)Cc1ccc(NC(=S)Nc2cccc(Cl)c2Cl)cc1,-13,2,4,0,-3,2,10,-5
O=C(NCCc1ccccc1)/C(=N\O)c1ccccc1,11,-4,8,2,-4,-23,1,2
COc1ccc(NC(=O)c2nn(C)c(C(=O)Nc3ccc(OC)cc3)c2[N+](=O)[O-])cc1,-22,-7,-5,4,-7,-6,10,-4
O=S(=O)(c1ccc2nnn(OCc3ccccc3)c2c1)N1CCOCC1,-1,-3,-7,1,2,5,7,11
CCC[N+]1(CC#CCC(c2ccccc2)c2ccccc2)CCCCC1,19,-2,2,-3,7,1,12,4
CCOc1ccccc1NC(=O)c1nc(S(=O)(=O)Cc2ccccc2)ncc1Cl,-4,2,0,2,2,23,6,-4
CCN(CC)C(=S)Nc1cc(C(=O)OC)ccc1C(=O)OC,1,-1,1,-56,1,-12,-308,-3
COCCNC(=O)C(c1ccc(C)cc1)N(CCOC)C(=O)CCC(=O)Nc1nccs1 (stereo not drawn),-40,0,-10,0,6,-6,1,-11
Cc1cc(SCC(=O)Nc2cccc(S(N)(=O)=O)c2)c(C)cc1Br,-14,-5,1,1,4,-9,19,-6
CN(Cc1ccccc1)C(=O)c1[nH]cnc1C(=O)NCc1ccccc1,16,1,2,-2,10,-13,0,-8
COc1ccc(S(=O)(=O)Nc2cccc(-c3ccc(N4CCCCCC4)nn3)c2)c(OC)c1,-5,4,-7,-4,12,-3,-20,-4
O=C(Nc1cccc(C(F)(F)F)c1)c1scc2c1OCCO2,-27,-2,5,0,0,-1,4,-19
CC[N+]1=C(C)C(C)(C)c2cc(C)ccc21,4,-5,12,-36,16,-2,-3,3
O=C(c1cnn(-c2ccccc2)c1)c1ccc2ccccc2c1O,7,11,86*,15,3,-12,14,41
N#Cc1ccc(OCC(=O)NCCc2ccc(S(N)(=O)=O)cc2)cc1,-62,-11,-9,-2,5,-2,19,-6
CCN(CC)C(=O)COc1cccc2ccccc12,-6,15,-1,3,11,16,21,-2
O=C(NCc1nnc2c(C(F)(F)F)cc(Cl)cn12)C1CCCC1,3,-1,0,-3,-3,3,-13,9
COc1ccc(-c2cc(C)nc3nc(N)nn23)cc1,-13,-6,-4,1,-2,-2,i,3
Nc1nc(-c2ccc(S(=O)(=O)N3CCCCC3)cc2)cs1,-4,-5,-1,1,0,-6,i,-2
CCNC(=S)N/N=C(\C)c1cccc(C(F)(F)F)c1,-12,-1,-8,0,6,-1,12,-6
COc1ccc(C(=O)N(C)CC(=O)Nc2cccc(F)c2)cc1S(=O)(=O)NC1CCCC1,-12,-1,10,4,4,-5,-2,-8
CCOc1ccccc1COC(=O)c1cccc(-n2cnnn2)c1,-19,-1,-13,1,21,10,6,-8
O=C(CN1CCCCC1)Nc1nc(-c2ccc(Cl)cc2)cs1,nt,2,nt,2,nt,17,9,nt
COc1cc(C(=O)NNC(=O)COc2ccc(Br)cc2)ccc1OCC(=O)N1CCOCC1,nt,0,nt,2,nt,-7,5,nt
CCc1noc(C)c1C(=O)N1CCC(CCC(=O)Nc2cccc(OC)c2)CC1,0,0,9,-1,4,0,1,-6
Cc1ccc(S(=O)(=O)N2CCN(c3c([N+](=O)[O-])cc(C(F)(F)F)cc3[N+](=O)[O-])CC2)cc1,-10,-3,6,0,31,-19,24,-2
COC(=O)c1ccc(C(=O)N2CCCC(Nc3ccc(C(C)C)cc3)C2)cc1 (stereo not drawn),-27,2,4,0,9,6,0,-3
